# TPT1 inh = C. albicans TPT1 enzyme inhibition. 0.81% of 300,000 active. recombinant caTPT1, FP RNA substrate dephosphorylation. AID 1962. inhibition, % at 5 µM;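 active means inhibition above the mean of all tested compounds plus 3 SD, set per screening campaign, cut at about 24% in these data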;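 further: plate controls were DMSO alone for no effect and ferristatin control at 100 nM for full effect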
# Yeast superoxide = yeast age-related superoxide inhibition as caloric restriction mimetic | S. cerevisiae aged cells, superoxide DHE fluorescence; active compounds read low | superoxide response (% of plate mean), % at 10 µM | 0.18% of 330,000 active | AID 2690;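 active means superoxide response under a set limit, about three screen SD below normal, cut at about 65% in these data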;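 further: yeast aged for seven days with compound at 30 °C before DHE staining; 100% = average MFI of all compound-treated wells on the plate with controls excluded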
# core dimer inh = HCV core protein dimerization inhibition; inhibition, % at 5 µM; 0.33% of 300,000 active; TR-FRET GST/Flag-core106 dimerization, 1536-well;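 active means inhibition above the mean of all tested compounds plus 3 SD, set per screening campaign, cut at about 45% in these data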
#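 Assay system: Tagged HCV core106 pair (GST and Flag) | Buffer or medium: KF-containing HEPES buffer, pH 7.45, DTT, CHAPS, BSA | Also added: Eu donor and XL665 acceptor anti-tag antibodies | Dosing: One concentration, 5 µM, in 0.5% DMSO | Timing: 4 h at 22.5 °C | Technique: TR-FRET 671 and 617 nm emission | Repeats: Singlicate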
# EBNA-1 inh = blocks EBNA-1 binding to DNA | EBNA-1 DNA binding, fluorescence polarization | inhibition, % at 14.8 µM | 0.34% of 300,000 active; in the data active means inhibition above about 28%
# ZTA counter = counter-screen for EBNA-1 inhibitors: inhibitors of Epstein-Barr virus ZTA | P03206 | ZTA-DNA binding, fluorescence polarization | inhibition, % at 11 µM | 0.15% of 320,000 active; in the data active means inhibition above about 33%
# Target sequence (P03206 whole entry, looked up): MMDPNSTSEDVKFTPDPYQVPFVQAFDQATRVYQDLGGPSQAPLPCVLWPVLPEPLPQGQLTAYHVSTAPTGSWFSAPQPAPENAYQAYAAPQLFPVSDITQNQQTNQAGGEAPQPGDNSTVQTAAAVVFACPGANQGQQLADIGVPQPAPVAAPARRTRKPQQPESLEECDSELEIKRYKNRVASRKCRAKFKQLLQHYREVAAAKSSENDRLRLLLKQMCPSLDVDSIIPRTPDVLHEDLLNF
# PP1 inh = counter-screen for PP5 inhibitors: inhibitors of human PP1-alpha. P62136. purified PP1alpha, OMFP fluorescence. inhibition, % at 6.7 µM. 0.9% of 320,000 active;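 active means inhibition above the mean inhibition of all tested compounds plus 3 SD, computed separately for each screening campaign, cut at about 15% in these data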
# Target sequence (P62136 whole entry, looked up): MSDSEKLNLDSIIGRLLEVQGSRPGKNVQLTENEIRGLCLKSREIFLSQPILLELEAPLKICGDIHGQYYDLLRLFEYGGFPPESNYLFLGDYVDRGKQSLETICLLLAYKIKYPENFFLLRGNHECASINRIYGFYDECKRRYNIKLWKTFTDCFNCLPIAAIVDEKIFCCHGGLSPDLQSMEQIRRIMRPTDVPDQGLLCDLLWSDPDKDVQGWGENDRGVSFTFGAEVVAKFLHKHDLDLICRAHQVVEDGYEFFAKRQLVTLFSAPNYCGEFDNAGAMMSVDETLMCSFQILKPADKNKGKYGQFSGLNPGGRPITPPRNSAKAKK
# PP5 inh = PP5 (human) phosphatase inhibition; purified PP5c, OMFP substrate fluorescence; inhibition, % at 6.7 µM; 0.18% of 320,000 active;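 active means inhibition above the campaign's mean inhibition across all tested compounds plus 3 SD, cut at about 9.5% in these data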;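 further: 0% = DMSO only and 100% = 100 µM cantharidin control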
# Fh CTSL1 inh = counter-screen for PFM18AAP inhibitors: inhibitors of F. hepatica cathepsin L1; 0.49% of 300,000 active; recombinant F. hepatica cathepsin L1, Z-Leu-Arg-MCA fluorescence; inhibition, % at 5.96 µM;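 active means inhibition above the mean of all tested compounds plus 3 SD, set per screening campaign, cut at about 17% in these data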;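 further: 0% = plate median of test compound wells and 100% = 1 µM Z-Phe-Ala-diazomethylketone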
# JMJD2C inh = inhibitors of human GASC-1 (JMJD2C) demethylase | AID 2099 | inhibition, % at 2.35 µM | 0.069% of 330,000 active | GST-JMJD2C(1-420) H3K9me3 demethylation, DELFIA europium;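 active means more than half of a compound's replicate wells show inhibition beyond 50%, single wells judged on their own value; inconclusive means some, but no more than half, of replicates pass 50% inhibition; inactive means no replicate passes 50% inhibition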;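 further: signal counts dimethyl H3K9 product captured on neutravidin plate; 0% = median of DMSO wells and 100% = 0.3 times that DMSO median; strong numbers were not always called active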
# Target sequence (Q9H3R0 1-420 limits assumed): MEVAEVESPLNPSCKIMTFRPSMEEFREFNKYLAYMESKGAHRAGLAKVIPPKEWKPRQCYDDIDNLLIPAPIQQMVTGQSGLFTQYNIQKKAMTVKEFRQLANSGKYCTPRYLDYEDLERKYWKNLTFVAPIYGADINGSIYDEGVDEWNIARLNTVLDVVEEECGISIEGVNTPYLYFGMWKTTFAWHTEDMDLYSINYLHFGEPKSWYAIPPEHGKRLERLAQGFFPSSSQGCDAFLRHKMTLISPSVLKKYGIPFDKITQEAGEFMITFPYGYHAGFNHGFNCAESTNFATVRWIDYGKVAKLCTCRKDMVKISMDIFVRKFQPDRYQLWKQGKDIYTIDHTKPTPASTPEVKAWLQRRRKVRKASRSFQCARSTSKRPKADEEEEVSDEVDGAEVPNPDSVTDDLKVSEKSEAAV
# Starred values were filed as active, the others as inactive; ? = inconclusive; . = not tested or not shown; & = joins results of further samples. The order is random; 3.1% or so of the library scored in one or more.
compound	TPT1 inh	Yeast superoxide	core dimer inh	EBNA-1 inh	ZTA counter	PP1 inh	PP5 inh	Fh CTSL1 inh	JMJD2C inh
C=CCOc1ccc(/C=C2\SC(=S)N(N3CCOCC3)C2=O)cc1	-1	101	4	1	41*	6	-1.2	-2	10
CC(C)NS(=O)(=O)c1ccc(OCC(=O)N2CCN(c3ccccc3)CC2)cc1	1	97	2	4	-11	-3	-1.4	2	-17
Cc1ccc(-c2ccc3nnc(SCC(N)=O)n3n2)cc1	1	85	2	0	3	-4	0.4	0	-1
COc1ccc(/C=N/N=C2/C(=O)Nc3ccccc32)cc1O	-3	132	-14	-6	-8	3	2.9	1	8
Cc1cc(OCC(=O)Nc2ccncc2)ccc1[N+](=O)[O-]	1	114	0	0	0	-2	2.2	4	1
COc1ccc(CC2(CO)CCN(C(C)COc3ccccc3)CC2)cc1 (configuration not stated)	-4	97	3	-3	24	-2	-1.0	-1	-17
O=C(NC1CCCCCC1)C1c2ccccc2C(=O)N1Cc1cccs1 (configuration not stated)	-3	109	-5	-7	-3	5	0.6	-5	-7
CCC(CC)=C(C#N)C(=O)NC1CCCCC1	-2	96	4	0	9	-5	1.2	-2	-2
CCOc1ccc(NC2=C(Cl)C(=O)N(C3CCCCC3)C2=O)cc1	-5	113	8	-8	8	-7	2.1	-2	3
CN(CC(=O)Nc1ccccc1Br)C(=O)CN1CCN(Cc2ccc(Cl)cc2)CC1	.	108	.	.	19	-3	1.2	.	7
O=C(Cn1nc(-c2ccccc2)c2ccccc2c1=O)Nc1ccc(O)cc1	-3	97	2	5	8	3	-0.3	2	8
CCCCc1ccc(NC(=S)NCCCN2CCOCC2)cc1	0	122	-9	-6	-1	3	2.7	7	-1
O=c1[nH]c(Nc2ccccc2)cc2cc(Br)ccc12	10	123	42	-6	41*	-1	14*	61*	-7
Nc1ncc(Br)cc1S(=O)(=O)N1CCCCCC1	-1	76	1	2	5	1	1.3	1	-21
O=C(N/N=C/c1ccc(OC(F)F)cc1OC(F)F)c1ccc(Br)cc1	-3	96	10	-4	8	1	3.9	-1	21
Cc1noc(C)c1S(=O)(=O)N1CCCC(C(=O)NCCc2ccccc2)C1 (configuration not stated)	-1	98	-4	6	-21	-5	-2.2	-2	0
O=C(CSc1nnnn1C1CCCC1)NCc1ccc2c(c1)OCO2	-3	89	-1	-9	2	-2	2.9	-2	-11
COc1ccc(CNC(=O)C(C)OC(=O)C23CC4CC(CC(O)(C4)C2)C3)cc1 (configuration not stated)	1	97	1	4	9	3	3.5	0	0
COC(=O)c1ccc(C2=NOC(C)(c3sc(-c4ccc(Cl)cc4)nc3C)C2)cc1 (configuration not stated)	-4	81	-17	-5	-19	0	2.4	4	5
Cc1ccccc1CS(=O)(=O)CCC(=O)NCc1ccccn1	-2	99	-2	-1	8	-5	-0.4	0	-5

# Carrying on.
compound	TPT1 inh	Yeast superoxide	core dimer inh	EBNA-1 inh	ZTA counter	PP1 inh	PP5 inh	Fh CTSL1 inh	JMJD2C inh
CCOC(=O)c1oc2ccccc2c1NC(=O)c1ccc2c(c1)OCO2	-1	102	-3	-2	-20	0	4.3	-4	?
Cc1cccn2c(=O)c(/C=C(\C#N)C(=O)NCc3ccco3)c(N3CCCC(C)C3)nc12 (configuration not stated)	5	115	15	-3	4	2	1.5	0	-6
COC(=O)c1cc(-c2ccc(OC)cc2)nc2nc(SC)[nH]c(=O)c12	1	102	-6	-5	-4	3	-0.2	3	-6
O=C(Nc1ccc(F)cc1)Nc1cc(S(=O)(=O)N2CCOCC2)ccc1N1CCCC1	2	96	-4	10	2	-3	-1.5	2	16
O=C(C[n+]1cccc(Br)c1)c1ccc(-c2ccccc2)cc1	2	77	-2	2	3	2	0.4	-3	-2
CCOCCCNC(=O)c1ccc(-n2c(=S)[nH]c3ccccc3c2=O)cc1	-1	97	2	1	-22	-1	1.5	0	2
Cc1cc2occ(CC(=O)NC3(C)CCS(=O)(=O)C3)c2cc1C (configuration not stated)	0	98	0	-3	-7	-4	0.7	3	-2
CC(C)CC(=O)NCc1ccc(F)cc1	0	106	-4	7	-9	-7	-2.4	4	0
COC(=O)c1c(NS(=O)(=O)c2ccccc2)csc1C	-3	94	2	9	10	-3	0.8	5	9
C/C(=N\NC(=O)c1ccc(F)cc1)c1ccc(NC(=O)Cc2ccccc2)cc1	0	97	-1	-4	-10	-3	1.2	4	0
CCN(Cc1ccncc1)C(=O)Cc1cccs1	-1	104	0	3	2	-1	-1.0	1	-16
Cc1ccc(Cn2c(=N)c(C(=O)NCC3CCCO3)cc3c(=O)n4ccccc4nc32)cc1 (configuration not stated)	6	103	6	7	7	-2	0.8	1	-2
COc1ccc(Nc2nc(N)nc(CSC(=S)N3CCC(C)CC3)n2)cc1	0	112	7	-12	-21	0	4.0	-2	2
CCOC(=O)c1nnn(-c2nonc2N)c1CSc1nnc(N)s1	-2	108	-7	6	-1	-1	-1.4	0	4
C(=N\NC1=Nc2cccc3cccc1c23)/c1cccnc1	26*	88	-26	4	15	0	-1.0	-3	7
Cc1ccc2cc(C)c3nnc(SCC(=O)NCc4ccco4)n3c2c1	3	106	3	4	10	-3	2.3	-2	0
O=C1c2ccccc2CN1CCSC(=S)N1CCOCC1	0	98	0	-6	2	-2	3.6	4	1
CCC(C)[C@H](N)c1nnc(SCC(=O)Nc2cccc(Cl)c2)o1 (some centres not stated)	-3	92	-2	-10	3	-6	4.0	6	0
CCCCn1c(N)c(N(CCOC)C(=O)CCC2CCCCC2)c(=O)[nH]c1=O	.	78	.	.	-8	-3	1.4	.	0
O=C(O)CC/C(=N/NC(=O)c1cn(-c2ccccc2)nc1-c1ccccc1)C(=O)O	3	108	-9	-7	-4	-5	4.0	-5	-3

# 3 structures out of the list, arranged by SMILES length, highest first:
compound	TPT1 inh	Yeast superoxide	core dimer inh	EBNA-1 inh	ZTA counter	PP1 inh	PP5 inh	Fh CTSL1 inh	JMJD2C inh
COC(=O)c1cc(-c2ccc(OC)cc2)nc2nc(SC)[nH]c(=O)c12	1	102	-6	-5	-4	3	-0.2	3	-6
CCOC(=O)c1oc2ccccc2c1NC(=O)c1ccc2c(c1)OCO2	-1	102	-3	-2	-20	0	4.3	-4	?
C(=N\NC1=Nc2cccc3cccc1c23)/c1cccnc1	26*	88	-26	4	15	0	-1.0	-3	7

# Three entries from above, arranged by the number in EBNA-1 inh, largest number first.
SMILES,EBNA-1 inh
COC(=O)c1c(NS(=O)(=O)c2ccccc2)csc1C,9
Cc1cc2occ(CC(=O)NC3(C)CCS(=O)(=O)C3)c2cc1C (configuration not stated),-3
COC(=O)c1cc(-c2ccc(OC)cc2)nc2nc(SC)[nH]c(=O)c12,-5

# The listing continues.
compound	TPT1 inh	Yeast superoxide	core dimer inh	EBNA-1 inh	ZTA counter	PP1 inh	PP5 inh	Fh CTSL1 inh	JMJD2C inh
CCC(c1nc2ccccc2c(=O)n1CCCn1ccnc1)N1C(=O)c2ccccc2C1=O (configuration not stated)	0	105	5	0	1	-1	2.8	0	-2
CC(OC(=O)c1cccc(S(=O)(=O)N2CCCCC2)c1)C(=O)NC1CCCCC1C (configuration not stated)	-1	100	4	-4	3	-1	-0.8	-11	-1
COc1ccc(N/C=C(\C=C\C#N)S(=O)(=O)c2ccccc2)cc1	5	98	-1	3	0	1	-1.0	2	-7
O=C(COC(=O)c1ccc2ncsc2c1)NCc1ccc(F)cc1	.	124	.	.	-15	2	2.1	.	7
CCOc1ccc(CN2CCNC(=O)C2CC(=O)NC2CCOCC2)cc1 (configuration not stated)	-2	92	-5	13	9	-4	-0.4	2	3
CCOC(=O)c1c(NC(=O)CSc2nnnn2-c2ccc3c(c2)OCO3)sc(C)c1C	-2	87	13	12	21	-2	1.3	-2	11
C=CCn1nnnc1-c1cccc(Cl)c1	-5	98	3	-6	-14	3	-12	11	-10
Cc1ccc(S(=O)(=O)NC(C)C(=O)N2CCOCCOCCOCC2)cc1 (configuration not stated)	0	110	0	-7	2	-1	0.2	-3	7
Cc1cc(NS(=O)(=O)c2ccccc2)cc(Cl)c1O	-2	103	-13	0	1	-1	0.2	1	-7
CC(C)c1nc2cc(C(=O)N3CCN(c4cnccn4)CC3)ccc2o1	2	90	-4	7	8	-3	2.8	0	-15
O=c1cc(CN2CCN(Cc3ccccc3)CC2)c2cc3c(cc2o1)CCC3	-4	87	3	5	6	-1	-3.5	-2	3
COCc1nnc(NC(=O)c2ccc(S(=O)(=O)N(C)C3CCCCC3)cc2)o1	1	105	16	-2	2	18*	0.0	0	2
Cn1c(=O)cc(C(=O)N/N=C/c2ccc(Cl)cc2)[nH]c1=O	3	129	-3	-8	-9	-1	-0.2	1	-8
CC(=O)Nc1sc(N/N=C/c2ccc(O)cc2)nc1-c1ccc(C)cc1	1	123	-2	-9	8	-2	-0.2	6	4
COc1cc(CNCc2ccc(C(=O)O)cc2)ccc1OCc1ccc(F)cc1	1	105	-4	4	3	-5	-3.9	4	-17
CCOC(=O)C(CCCCOc1ccc([N+](=O)[O-])cc1)C(=O)OCC	5	91	-1	-1	-3	2	-0.3	4	-5
CC(=O)c1ccc(NC(=O)C2CCCN(S(=O)(=O)c3c(C)[nH]c(=O)[nH]c3=O)C2)cc1 (configuration not stated)	0	106	-2	-8	1	-1	-1.2	0	-6
COc1ccc(Cc2nnc(SCC(=O)Nc3ccccc3C)n(N)c2=O)cc1	0	95	1	3	-1	-4	-1.9	7	15
C/C(=N\NC(=O)c1ccc(F)cc1)c1ccccn1	2	100	-4	-19	-11	-3	-3.0	7	14
C=CCc1cc(OC)ccc1OCC(O)CN1CCN(c2ccc(OC)cc2)CC1 (configuration not stated)	4&-6	105&102	-3&-5	-3&0	0&-1	1&-6	2.0&3.6	-1&5	-1&-14&3
Cc1nnc(NC(=O)CSCc2c(C)noc2C)s1	0	97	-2	-9	16	-5	-0.1	-2	9
O=C(CCCCCN1C(=O)c2ccccc2C1=O)Oc1ccc2c3c(c(=O)oc2c1)CCC3	-2	119	11	-2	7	-1	0.9	-3	6

# A few values from above:
# Entry of `O=c1cc(CN2CCN(Cc3ccccc3)CC2)c2cc3c(cc2o1)CCC3` in TPT1 inh: -4
# Entry of `CC(=O)c1ccc(NC(=O)C2CCCN(S(=O)(=O)c3c(C)[nH]c(=O)[nH]c3=O)C2)cc1` (configuration not stated) in JMJD2C inh: -6
# Entry of `CC(=O)Nc1sc(N/N=C/c2ccc(O)cc2)nc1-c1ccc(C)cc1` in EBNA-1 inh: -9
# Entry of `CCC(c1nc2ccccc2c(=O)n1CCCn1ccnc1)N1C(=O)c2ccccc2C1=O` (configuration not stated) in TPT1 inh: 0
# Entry of `CCOc1ccc(CN2CCNC(=O)C2CC(=O)NC2CCOCC2)cc1` (configuration not stated) in TPT1 inh: -2
